Source: PubChem (National Center for Advancing Translational Sciences (NCATS))
CCT modulator = cytosolic chaperonin activity modulation; activity change, % (concentration not given with the values), hits read low; purified chaperonin ATPase assay, HTRF ADP detection, 30 min; 360,000 compounds, 0.3% hits; AID 651819; in the data active means activity change below about -30%; further: on the % scale 0 is the no-effect control and ±100 the full control effect
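TRiC (40 or 20 nM final, by batch activity) in 30 mM Tris pH 7.4, 100 mM KCl, 5 mM MgCl2, 1 mM DTT was treated with compound at 76 uM single dose, then 10 uM ATP, 30 min at 37 °C. ADP was read by HTRF Transcreener.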
EPAC1 antag = blocks human EPAC1 exchange factor; O95398; EPAC1 GEF assay, Rap1b-BODIPY-GDP exchange fluorescence; Potency, µM (top dose mostly 115 µM), for the others: at the top dose activity change, negative = inhibition, actives largely listed as inhibitors; 360,000 compounds, 0.14% hits; AID 720709;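 further: potency means the concentration at half of the fitted maximal effect; plate controls were vehicle for no effect and positive control for full effect; nearly all actives have a fitted effect of over 50% in size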
PI5P4Ka inh = inhibitors of human PI5P4K alpha; P48426; PI5P4Kalpha enzyme, ADP-Glo luminescence, 60 min; stronger effect = lower value; max response, %; 330,000 compounds, 1.2% hits; AID 652105; active means max response of -50% or lower; inconclusive means between -30% and -50%; inactive means -30% or higher; further: value at the top dose of about 77 µM; on the % scale 0 is the no-effect control and ±100 the full control effect
Target sequence (P48426 whole entry, looked up): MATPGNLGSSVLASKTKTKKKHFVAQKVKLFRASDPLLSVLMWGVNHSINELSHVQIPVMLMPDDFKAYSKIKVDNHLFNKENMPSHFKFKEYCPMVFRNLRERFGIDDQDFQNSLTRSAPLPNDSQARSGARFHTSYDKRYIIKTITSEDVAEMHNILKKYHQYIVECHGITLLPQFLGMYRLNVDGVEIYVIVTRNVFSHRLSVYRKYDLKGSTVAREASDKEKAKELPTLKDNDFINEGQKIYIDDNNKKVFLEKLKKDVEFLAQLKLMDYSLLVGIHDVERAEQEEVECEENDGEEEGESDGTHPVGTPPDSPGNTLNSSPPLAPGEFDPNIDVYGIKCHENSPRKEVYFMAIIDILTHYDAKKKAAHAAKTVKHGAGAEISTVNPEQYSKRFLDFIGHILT
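Quantitative HTS of the MLSMR library against PI5P4Kalpha with substrate. ATP added last at 5 microM final; room temperature, 60 minutes. Remaining ATP depleted, ADP converted and read as luminescence.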
PLK1 PBD block = PLK1 (human) polo-box domain binding inhibition; 360,000 compounds, 2.8% hits; Potency, µM, for inactives: max response, negative = inhibition, hits mostly inhibitors; P53350; Plk1 PBD binding of FITC phosphopeptide, fluorescence polarization; further: potency means the concentration at half of the fitted maximal effect; series mostly up to about 57 µM; on the % scale 0 is the no-effect control and ±100 the full control effect; nearly all actives have a fitted effect of over 65% in size
Target sequence (P53350 whole entry, looked up, the tested form may be a part): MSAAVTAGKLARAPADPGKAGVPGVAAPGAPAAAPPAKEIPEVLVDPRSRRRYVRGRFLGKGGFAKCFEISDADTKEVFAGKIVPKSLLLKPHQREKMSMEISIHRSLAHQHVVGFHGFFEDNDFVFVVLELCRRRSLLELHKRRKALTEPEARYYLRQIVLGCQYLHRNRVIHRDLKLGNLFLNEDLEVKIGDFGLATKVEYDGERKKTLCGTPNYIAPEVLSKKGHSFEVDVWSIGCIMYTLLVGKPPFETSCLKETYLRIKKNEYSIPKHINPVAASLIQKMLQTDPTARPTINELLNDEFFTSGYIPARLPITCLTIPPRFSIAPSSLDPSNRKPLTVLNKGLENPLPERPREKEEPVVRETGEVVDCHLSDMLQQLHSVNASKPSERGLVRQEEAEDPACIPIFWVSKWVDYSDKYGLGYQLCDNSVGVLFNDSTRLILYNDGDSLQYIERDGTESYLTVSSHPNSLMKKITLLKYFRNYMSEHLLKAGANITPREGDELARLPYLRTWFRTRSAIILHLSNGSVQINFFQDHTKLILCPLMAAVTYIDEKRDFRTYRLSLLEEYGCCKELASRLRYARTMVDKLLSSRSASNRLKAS
MmCpn inh = inhibitors of Methanococcus maripaludis chaperonin (MmCpn). 330,000 compounds, 0.031% hits. Potency, µM (series often up to 76.9 µM), for inactives: at the top dose activity, negative = inhibition, actives largely listed as inhibitors. purified Mm-Cpn ATPase, ADP Transcreener TR-FRET; further: potency means the concentration at half of the fitted maximal effect; on the % scale 0 is the no-effect control and ±100 the full control effect; nearly all actives have a fitted effect of over 80% in size
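Reaction buffer contained 30 mM Tris pH 7.4, 100 mM KCl, 5 mM MgCl2 and 1 mM DTT. Mm-CPN (25 nM final) hydrolysed 10 uM ATP over 30 min at 37°C; ADP was read by HTRF.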
EPAC2 antagonist = blocks human EPAC2 exchange factor; AID 720708; Potency, µM (top dose mostly 114 µM), for inactives: at the top dose activity, negative = inhibition, usual class: inhibitors; Q8WZA2; 360,000 compounds, 0.18% hits; EPAC2 GEF exchange of Rap1B-BODIPY-GDP, fluorescence; further: potency means the concentration at half of the fitted maximal effect; on the % scale 0 is the no-effect control and ±100 the full control effect; nearly all actives have a fitted effect of over 45% in size; many of its hits are not listed in these tables
WRN helicase inh = blocks human WRN helicase. Potency, µM (series often up to 114 µM), without a hit: at the highest dose activity change, negative = inhibition, most hits filed as inhibitors. 360,000 compounds, 0.46% hits. WRN helicase unwinding, fluorescent forked duplex, kinetic. Q14191. AID 651768; further: potency means the concentration at half of the fitted maximal effect; on the % scale 0 is the no-effect control and ±100 the full control effect; nearly all actives have a fitted effect of over 55% in size
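WRN at 20 nM final was preincubated with compound for 15 min at room temperature; reaction started with 100 nM forked duplex oligonucleotide carrying fluorophore and quencher plus 2 mM ATP (final). Unwinding followed kinetically by red fluorescence (ex 525/em 598 nm).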
EPAC1 ag = activates human EPAC1 exchange factor. EPAC1 agonist qHTS, biochemical assay; response scale: 100% = response to 6.5 mM cAMP. Potency, µM (titrated, usually from 154 µM), without a hit: at the highest dose activation, usual class: activators. 360,000 compounds, 0.073% hits; further: potency means the concentration at half of the fitted maximal effect; nearly all actives have a fitted effect of over 60% in size
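Fluorescent GDP-exchange assay: 100 nM EPAC1 with 250 nM Rap1B preloaded with BODIPY-GDP and 50 uM GDP; compounds tested as concentration series, 5 min at room temperature, then read every 5 min for 30 min (ex 480/em 540 nm); normalized to 6.5 mM cAMP.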
* hit, by the source's call; ? = inconclusive; nt = no result given; [ ] = dose if it differs, or a comment. Unless noted, the call rests on the fitted dose curve; in most records, active means well fitted curve in the direction sought with a large enough effect; inconclusive means small, poorly fitted or top-dose-only effect, or another doubt; inactive means no such curve, though single readings can be large; an effect the other way counts as inactive or inconclusive. This is a subset, so the mix of outcomes need not match the whole.

Second line of a record – CCT modulator | EPAC1 antag | PI5P4Ka inh | PLK1 PBD block | MmCpn inh | EPAC2 antagonist | WRN helicase inh | EPAC1 ag
(1) CC(C)(C)NS(=O)(=O)c1cnc(Cl)c(Cl)c1
 : 2.6 | 14.8% | 9.5 | -9.3% | -1.1% | 24.5%[57.1 µM] | -8.5% | -7.1%
(2) Cc1cc(S(=O)(=O)NCCN2CCOCC2)c(C)s1
 : -1.4 | -1.9% | nt | -1.7% | 0.6% | 10.6% | 6.3% | -1.8%
(3) COc1ccc(S(=O)(=O)NCCOc2cccc3cccnc23)cc1OC
 : -2.3 | 19.3% | -1.6 | -1.2% | -3.7% | 5.7% | 5.7% | 4.2%
(4) CC1(C)OC(=O)C(=CNC(CO)C(=O)O)C(=O)O1 (stereo not given)
 : -2.4 | -5.5% | -11.9 | -8.2% | 3.3% | 4.1% | -29.2% | 1.1%
(5) CC(=O)NC1=NN(C(C)=O)C(C)(CCS(=O)(=O)c2ccc(Cl)c(Cl)c2)S1 (stereo not given)
 : -1.0 | 7.0% | 1.4 | -4.0% | -0.2% | 4.7% | 4.5% | 5.0%
(6) COc1cc(C(=O)NC2CCCCCCC2)cc(OC)c1OC
 : -1.9 | 4.2% | 5.0 | -10.4% | nt | 0.7% | 7.0% | -0.9%
(7) COc1ccc2cc(OCC(=O)NNC(=O)Nc3ccc(F)cc3)ccc2c1
 : -2.1 | -13.4% | -2.1 | -6.1% | -9.4% | -9.4% | ? | -7.2%
(8) COCCNC(=O)C1CCCN(C(=O)Cc2ccc(F)cc2)CC1 (stereo not given)
 : -0.9 | 13.5% | -5.3 | -3.2% | nt | 11.4% | 4.4% | -7.0%
(9) CCN(CCNC(=O)CS(=O)(=O)Cc1nc(-c2cccc(OC)c2)oc1C)c1ccccc1
 : -4.0 | 4.6% | nt | 4.1% | -3.4% | -1.1% | -18.5% | 13.2%
(10) Cc1ccc(OCC(=O)N2CCc3ccccc3C2)c(C)c1
 : -0.7 | -20.0% | 2.1 | -23.1% | -1.9% | -9.3% | 2.8% | 3.9%
(11) Cn1c(N)c(C(=O)COC(=O)/C=C/c2ccc(F)cc2)c(=O)n(C)c1=O
 : 1.6 | ? | -1.6 | 5.5% | -2.0% | -1.3% | 15.4% | -0.2%
(12) C=CCOc1ccc(S(C)(=O)=O)cc1
 : 0.3 | 1.0% | 2.0 | 2.9% | 1.4% | 1.5% | 0.7% | -8.9%
(13) CCN(CC)S(=O)(=O)c1cc(NC(=O)[C@@H](NC(N)=O)C(C)C)ccc1C
 : -1.0 | -2.6% | 9.6 | -3.6% | -0.6% | 8.6% | -6.8% | -4.2%
(14) CN1CC=C2C(C#N)=C(N)C(C#N)(C#N)[C@H](c3cccc(Cl)c3)C2C1 (stereo not given in full)
 : 0.2 | 18.5% | -5.3 | ? | -5.2% | -15.7% | -8.6% | ?
(15) CCN1CCN(CC(=O)Nc2cc(C)c(C)cc2[N+](=O)[O-])CC1
 : -1.0 | 7.8% | -3.9 | -11.0% | 0.7% | 9.4% | 8.8% | 4.3%
(16) O=C(CCCCC(=O)Nc1ccc(F)cc1F)Nc1ccc(F)cc1F
 : -1.2 | 17.0% | -2.8 | 2.2% | nt | 4.7% | -25.6% | 2.7%
(17) CCCn1c(=C(C#N)C#N)s/c(=C2\C=Cc3ccccc3N2CC)c1=O
 : -1.0 | 1.5% | -5.0 | -1.3% | ? | -4.4% | -1.3% | 23.7%
(18) Cc1cccc(OCc2nnc(NC(=O)Cc3cccs3)s2)c1
 : -2.0 | 5.5% | nt | -9.1% | -1.3% | -2.0% | -5.1% | 8.5%
(19) CCOc1ccc(-n2cnnn2)cc1S(=O)(=O)NCc1ccccc1
 : -0.2 | 12.4% | nt | -10.3% | 2.6% | -5.0% | -4.4% | 3.1%
(20) Cc1ccc(C(=O)N2CCN(C/C=C/c3ccccc3)CC2)cc1S(=O)(=O)N1CCOCC1
 : -0.1 | 10.4% | -2.6 | -3.9% | nt | 4.0% | 6.4% | 0.5%
(21) O=C(NC1CCCCC1)C(=O)c1c(-c2ccccc2)[nH]c2ccccc12
 : -2.5 | 7.4% | -4.9 | -5.2% | -1.7% | 20.7% | 2.7% | -12.7%
(22) C/C(=N\Nc1c(Cl)c(Cl)nc(C(=O)O)c1Cl)c1ccc(O)cc1
 : -2.6 | -24.9% | -16.7 | -22.5% | 0.6% | -19.9% | -12.0%[11.6 µM] | 0.2%
(23) CCCN1C(=O)C2(SC(NC(C)=O)=NN2C(C)=O)c2cc(C)ccc21 (stereo not given)
 : -0.5 | -11.6% | 1.5 | 2.3% | -2.0% | -4.1% | -5.4% | 9.9%
(24) O=C1NC(=O)C2C1C(c1cccs1)NN2Cc1ccccc1 (stereo not given)
 : -0.8 | -6.2% | 2.0 | -9.0% | -1.2% | -4.7% | -1.6%[57.1 µM] | 8.6%
(25) COc1cc(C(=O)NCc2ccc(S(N)(=O)=O)cc2)ccc1OCC(=O)N1CCOCC1
 : -4.6 | 1.0% | 6.1 | -4.5% | 1.6% | 1.1% | -4.6% | 5.7%
(26) C/C(=N/NC(=O)CN1CCN(Cc2ccccc2)CC1)c1ccc([N+](=O)[O-])cc1
 : 0.4 | -20.9% | -2.6 | -4.3% | 4.0% | 2.4% | -3.5% | 2.7%
(27) COc1ccc(OC)c(C2CC(=O)c3c([nH]c(C(=O)OCC4CCCO4)c3C)C2)c1 (stereo not given)
 : -0.4 | -11.3% | 0.3 | 2.9% | 0.5% | -6.8% | -0.5% | 0.3%
(28) O=C(c1cc(C2CC2)nn1-c1ccccc1)N1CCN(S(=O)(=O)c2ccccc2F)CC1
 : 1.1 | 10.4% | 11.5 | 5.0% | nt | 2.5% | -8.4% | -2.5%
(29) CS(=O)(=O)N1N=C(c2ccccc2)CC1c1ccc2nccnc2c1 (stereo not given)
 : -0.3 | 9.5% | 0.0 | -0.2% | -0.6% | 12.0% | -15.6% | -6.0%
(30) OCC1(Cc2cccc(C(F)(F)F)c2)CCN(Cc2cc3ccccc3o2)CC1
 : 1.6 | -20.2% | 3.6 | 1.8% | 3.2% | -24.1% | -12.7% | -0.6%
(31) Cc1ccc(NC(=O)COC(=O)C2(CC(=O)NC(C)(C)C)CCCC2)cc1C
 : -1.8 | -26.3% | 9.3 | -1.5% | 3.7% | -8.1% | -17.4% | -2.4%
(32) CCOC(=O)C1CCN(c2c(NCc3ccc(C(=O)Nc4ccc(C)cc4)cc3)c(=O)c2=O)CC1
 : -2.3 | -4.4% | 0.6 | 3.1% | 0.2% | -0.8% | 3.0% | -15.1%
(33) COc1ccc(C(=O)NCCc2nnc(SCC(=O)Nc3ccccc3)n2C)cc1
 : -1.3 | -13.5% | 2.1 | -17.2% | -4.9% | -10.1% | -42.7%[57.1 µM] | -4.1%
(34) COc1ccc(N2CCN(CCNC(=O)c3ccc4c(c3)[nH]c(=S)n3c5ccccc5nc43)CC2)cc1
 : -3.4 | 0.4% | -17.3 | 1.1% | -4.3% | 2.0% | 4.0% | 4.2%
(35) CC1=Nc2cc(C(=O)NCCCOC(C)C)ccc2Sc2ccccc21
 : -1.6 | 4.2% | -4.4 | 2.6% | 1.0% | -8.8% | -0.6% | -2.3%
(36) CSc1nc(-c2ccc(C)cc2)[nH]c1S(=O)(=O)c1ccccc1
 : -2.2 | -1.0% | -20.7 | -27.4% | 0.2% | -14.2% | -4.2% | 13.8%
(37) CCOC(=O)C1=C(C)NC(SCC(=O)O)=NC1c1ccccc1 (stereo not given)
 : -2.2 | 0.0% | 3.1 | -4.0% | -0.3% | -2.3% | 2.7% | 0.0%
(38) Cc1ccc(OCCn2cc(/C=C3\C(=O)NN(c4ccccc4)C3=O)c3ccccc32)cc1
 : -2.1 | 16.6% | 8.7 | -6.6% | 0.3% | 16.3% | -1.8% | -3.8%
(39) COc1cccc(-c2noc(CCCC(=O)N3CCOCC3)n2)c1
 : -6.3 | 14.5% | -0.3 | -4.5% | -2.4% | 5.2% | 3.3% | -1.1%
(40) Cc1ccsc1/C=N/NC(=O)Cn1nc(C)c([N+](=O)[O-])c1C
 : 2.3 | 2.6% | 1.6 | -3.5% | 0.2% | 10.4% | -11.7% | -6.7%
(41) O=C(CSc1n[nH]c(-c2cccnc2)n1)Nc1ccccc1[N+](=O)[O-]
 : -1.3 | ? | -0.7 | -13.2% | -2.2% | -4.8% | -0.9% | -1.9%
(42) CN1CCN(C(=O)c2cc3nc(-c4ccc(F)cc4)cc(C(F)(F)F)n3n2)CC1
 : -1.2 | -4.1% | 9.5 | -0.9% | 2.0% | 7.8% | -6.5% | 0.1%
(43) CCn1ccc(C(=O)N2CCN(c3ncccn3)CC2)n1
 : -2.1 | -14.9% | -20.4 | -4.5% | 0.1% | -3.9% | 7.0% | 0.5%
(44) O=C(O)CCc1nc2cc3ccccc3cc2[nH]1
 : -0.5 | -15.6% | -3.4 | -2.4% | -0.3% | 1.8% | -5.4% | 1.1%
(45) O=C(COC(=O)c1ccc(Cl)nc1)c1ccc2c(c1)OCCO2
 : 1.8 | 13.3% | -6.6 | -1.5% | -9.6% | 6.2% | -3.1% | -7.3%
(46) CCOC(=O)C1=CC[C@@H](c2ccccc2)N(S(=O)(=O)c2ccc(C)cc2)[C@H]1C
 : -1.9 | -10.9% | 4.7 | -7.7% | nt | 2.2% | -7.5% | 2.7%
(47) Cc1ccc(O)c(NC(=O)C2CCCCC2)c1
 : 0.4 | -8.5% | 0.5 | -13.2% | 0.3% | ? | 6.0% | -0.6%
(48) O=C(CSc1n[nH]c(=O)[nH]c1=O)Nc1ccc(SC(F)F)cc1
 : 0.5 | -8.5% | -15.6 | ? | 2.3% | -7.8% | -32.0% | 3.4%
(49) CC(C)(C)NC(=O)c1ccc(COc2ccc(Cl)cc2Cl)o1
 : -0.5 | ? | 8.8 | -9.0% | -1.6% | -18.7% | -0.5% | 3.9%

An excerpt of these results, with one line to a screen.
42	CN1CCN(C(=O)c2cc3nc(-c4ccc(F)cc4)cc(C(F)(F)F)n3n2)CC1
43	CCn1ccc(C(=O)N2CCN(c3ncccn3)CC2)n1
44	O=C(O)CCc1nc2cc3ccccc3cc2[nH]1

entry no.	42	43	44
CCT modulator	-1.2	-2.1	-0.5
EPAC1 antag	-4.1%	-14.9%	-15.6%
PI5P4Ka inh	9.5	-20.4	-3.4
PLK1 PBD block	-0.9%	-4.5%	-2.4%
MmCpn inh	2.0%	0.1%	-0.3%
EPAC2 antagonist	7.8%	-3.9%	1.8%
WRN helicase inh	-6.5%	7.0%	-5.4%
EPAC1 ag	0.1%	0.5%	1.1%
